Source: PubChem
S100A4 inh HTS – inhibitors of S100A4-myosin IIA peptide binding, primary screen, biochemical, fluorescence polarization, TAMRA-MyoIIA peptide; inhibition, % at 10.7 µM; Protein S100-A4 (Homo sapiens), P26447; actives 0.14% (n = 360,000); AID 652163, 2013;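 active = mean inhibition of at least 70% across replicates, with every replicate also reaching that level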
Target sequence (P26447 whole entry, looked up): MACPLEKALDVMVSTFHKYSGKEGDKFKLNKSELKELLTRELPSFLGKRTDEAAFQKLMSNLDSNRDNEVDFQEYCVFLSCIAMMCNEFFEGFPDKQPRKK
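Material: S100A4 monomer protein / Buffer or medium: 50 mM HEPES pH 7.2, 10 mM CaCl2, 100 mM KCl / Times: 5 min incubation before reading / Benchmarks: neutral control DMSO, positive control TFP / Reagent: labelled myosin peptide probe, 5 nM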
ERAP1 HTS inh – human ERAP1 aminopeptidase inhibitors, primary screen, biochemical, single point, plate reader; actives 0.15% (n = 340,000); recombinant ERAP1, Leu-AMC fluorescence, 60 min; inhibition, % at 10.7 µM; Endoplasmic reticulum aminopeptidase 1 (Homo sapiens), Q9NZ08;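 active = mean replicate inhibition of at least 30%, or all replicates individually reaching that 30% level; inactive = mean below 30% and not every replicate reaching it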;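 also: 0% = neutral control wells and 100% = L-leucinethiol positive control wells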
SIRT5 block – SIRT5 desuccinylase inhibitors, primary screen, biochemical, fluorescence imaging, single point, set 5. Purified SirT5, succinyl-peptide AMC, trypsin-coupled fluorescence. inhibition, % at 15 µM. actives 1.1% (n = 330,000). AID 652115, 2013; in the data active = inhibition above about 15%
Target sequence (Q9NXA8 whole entry, looked up): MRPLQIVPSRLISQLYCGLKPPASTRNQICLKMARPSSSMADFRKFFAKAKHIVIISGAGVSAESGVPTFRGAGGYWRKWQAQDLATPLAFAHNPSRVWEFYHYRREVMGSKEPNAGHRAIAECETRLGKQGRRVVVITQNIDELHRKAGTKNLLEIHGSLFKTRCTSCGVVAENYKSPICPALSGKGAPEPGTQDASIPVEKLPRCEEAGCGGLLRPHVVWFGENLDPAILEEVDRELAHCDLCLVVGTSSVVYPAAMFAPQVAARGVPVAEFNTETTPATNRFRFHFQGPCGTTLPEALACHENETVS
Cneo AK release – Cryptococcus neoformans cell lysis inducers, primary screen, AK release luminescence, single concentration; lysis activity, % at 15 µM; actives 0.2% (n = 360,000); C. neoformans lysis, adenylate kinase release luminescence, 4 h; normalised: neutral wells 0, clomiphene wells 100;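 active = mean lysis activity across replicates of at least 80%, whatever share of replicates individually reach that level; inactive = mean lysis activity below 80%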
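Material – log-phase Cryptococcus neoformans yeast cells · Input – 5 × 10^6 yeast cells/mL · Medium – fresh YPD growth medium · Doses – single compound concentration per well · Timing – static 4 h at 37 °C with compound, 1 h detection · Detection – adenylate kinase release luminescence · Read-out – signal increase indicating cell lysis · Control set – Clomiphene as positive lysis control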
Xi reactivation – activators of inactive X chromosome reactivation, primary screen, imaging, XiGFP fibroblasts, GFP high-content imaging, set 2; XiGFP mouse fibroblasts, % GFP-positive cells imaging, 3 d; cells co-treated with 5-aza-dC sensitizer; scaled so ellipticine positive control = 100%; activation, % at 7.58 µM; actives 0.055% (n = 360,000); AID 743238, 2013;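 active = mean normalized replicate activation at least 10% and every replicate at or above 10%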;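 also: 0% = median of on-plate neutral control wells and 100% = ellipticine 6 µM median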
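Material: XiGFP fibroblasts, SV40-immortalized. Buffer or medium: DMEM plus 5-aza-dC sensitizer. Compound: single concentration per compound, delivered by pin transfer. Times: 3 days compound exposure. Controls: ellipticine 6 µM.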
LGR2 inh – inhibitors of bursicon-induced LGR2 CRE-luciferase signal, primary screen, cell-based, HEK293, CRE-luciferase reporter, bursicon stimulation; Drosophila bursicon receptor LGR2 (rickets); bursicon-stimulated, 4 h; inhibition, % at 9.99 µM; actives 0.35% (n = 380,000); AID 720647, 2013;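 active = drop in luminescence signal, shown as inhibition above about 50% in the replicate tests, limit read from the data, passing the limit was not always enough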;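 also: agonist challenge used bursicon conditioned medium at about half maximal strength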
PGC1a acetyl inh – inhibitors of PGC1a acetylation signal, primary screen, cell-based, U2OS, AlphaScreen, inhibitor mode; AlphaScreen anti-acetyl-lysine; with virally co-expressed GCN5 acetyltransferase; inhibition, % at 15.6 µM; actives 0.17% (n = 350,000); AID 651687, 2012;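 active = every replicate shows inhibition of at least 40%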;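 also: 0% = neutral control wells and 100% = positive control wells; some results beyond the cut were filed as inactive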
Statin myotox sup – suppressors of statin myotoxicity in C2C12 myotubes, primary screen, cell-based, single point, plate reader; C2C12 myotubes + simvastatin, ATP luminescence, 48 h; scaled: DMSO 0, geranylgeraniol control 100; rescue of ATP level, % at 7.49 µM; actives 0.78% (n = 330,000); AID 602340, 2012;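 active = mean ATP rescue above about 67%, or every replicate alone reaching that limit, limit read from the data, passing the limit was not always enough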;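 also: myotubes were challenged with 10 µM simvastatin during compound exposure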
An asterisk follows results filed as active; . = no result given; & = joins results of further samples. Not all compounds are listed; rates above refer to the full screens.

#	Structure	S100A4 inh HTS	ERAP1 HTS inh	SIRT5 block	Cneo AK release	Xi reactivation	LGR2 inh	PGC1a acetyl inh	Statin myotox sup
1	Cc1cc(C(=O)NC2CC(C)(C)Cc3c2cnn3-c2ccccc2)n[nH]1 (centres undefined)	-1	1	1	1	0.2	-4	16	-2
2	Cc1cccc(C(=O)Nc2ccc(NC(=O)CN3CCOCC3)cc2)c1	-3	-2	-7	2	0.3	10	-15	0
3	CCN(CC(=O)NC(=O)NC1CCCC1)Cc1ccccc1	-7	0	-1	.	0.1	-9	.	1
4	COCC(=O)Nc1ccc2c(c1)C(=O)N(C)C[C@@H](OC)[C@H](C)CN(C(=O)c1ccccc1F)[C@@H](C)CO2	1	2	-3	-1	-0.1	1	1	4
5	COc1ccc(-c2nnc(COc3ccc(Br)cc3C)o2)cc1	-4	-2	-5	3	0.0	-5	-6	.
6	COc1cc(/C=N/NC(=O)c2cc(C)oc2C)ccc1O	11	-2	3	1	-0.1	-4	-8	0
7	COCCOC(=O)c1ccc(NC(=O)COc2ccc([N+](=O)[O-])cc2)cc1	1	12	1	-27	0.1	37	-6	0
8	CO[C@H]1CN(C)C(=O)c2cc(NS(=O)(=O)c3cn(C)cn3)ccc2OC[C@@H](C)NC[C@@H]1C	3	-2	-1	1	0.0	4	12	10
9	O=C(NCc1ccccc1Cl)c1csc([C@@H]2O[C@H](CO)[C@H](O)[C@H](O)[C@H]2O)n1	0	-1	.	0	0.1	11	-1	9
10	CN(C)CCCNC(=O)C[C@@H]1CC[C@H](NS(=O)(=O)c2ccc(F)cc2)[C@@H](CO)O1	-4	-1	0	41	-0.5	3	-3	6
11	CC(C)Cc1cc(C(=O)Nc2cccc(O)c2)no1	-2	.	-5	.	.	41	24	6
12	C[C@H]1CN([C@@H](C)CO)C(=O)c2cc(-c3cncnc3)cnc2O[C@H]1CN(C)C(=O)Cc1ccccn1	1	0	0	15	-1.1	9	5	8
13	C[C@H]1CN([C@@H](C)CO)C(=O)c2cccc(N(C)C)c2O[C@@H]1CN(C)Cc1ccncc1	3	2	1	2	1.0	14	1	-22
14	Cc1ccc(C(C)NC(=O)c2ccc3c(c2)OCO3)cc1C (centres undefined)	-3	1	3	-1	0.0	4	3	24
15	COc1ccc(OC)c(S(=O)(=O)N2CCN(CC(O)CN3CCOCC3)CC2)c1 (centres undefined)	-2	0	0	2	0.0	.	-4	-10
16	CCNC(=S)N=Nc1c(O)n(Cc2ccc(Cl)cc2)c2ccccc12	-3	2	-5	.	0.3	.	.	.
17	O=C(C1=NN(c2ccccc2)C2C(=O)N(c3cccc(Cl)c3)C(=O)C12)c1ccccc1 (centres undefined)	1	-1	-6	0	0.0	-5	.	.
18	Cc1cccc(C)c1-n1ncc(C(=O)NC2CCCC2)c1C1CCNCC1	1	-1	-2	8	0.2	-17	-7	2
19	CC(C)C(C(=O)NC1CCCC1)N(CC1CCCO1)C(=O)CNS(=O)(=O)c1ccccc1 (centres undefined)	0	2	-1	0	0.0	-7	-9	-2
20	C[C@H](CO)N1C[C@H](C)[C@H](CN(C)CC2CC2)Oc2cc(-c3ccccc3F)ccc2S1(=O)=O	1	0	1	0	-1.0	9	-12	-14
21	O=C(NNC(=S)Nc1ccccc1Cl)C1CC1	-4	1	-4	0	0.1	-21	.	4
22	C[C@H]1CN([C@@H](C)CO)C(=O)Cc2cc(NC(=O)CCCCCC(=O)Nc3ccccc3N)ccc2O[C@H]1CN(C)C(=O)Nc1ccc(C(F)(F)F)cc1	.	.	.	1	0.3	-11	-6	12
23	O=C1C2CCCN2C(=S)N1c1ccc(Cl)cc1 (centres undefined)	-5	2	-5	0	0.3	14	.	55
24	COC(=O)c1sccc1NC(=O)Nc1cc(C)cc(C)c1	-3	5	-5	31	-0.1	-38	4	-1
25	CC(C)CC#Cc1ccc2c(c1)O[C@@H](CN(C)CC1CCOCC1)[C@@H](C)CN([C@@H](C)CO)S2(=O)=O	11	0	10	2	-0.7	14	-7	26

Carrying on:
#	Structure	S100A4 inh HTS	ERAP1 HTS inh	SIRT5 block	Cneo AK release	Xi reactivation	LGR2 inh	PGC1a acetyl inh	Statin myotox sup
26	COc1ccc(NC(=O)Nc2ccc3c(c2)CC(=O)N([C@H](C)CO)C[C@H](C)[C@@H](CN(C)S(=O)(=O)c2cn(C)cn2)O3)cc1	8	1	2	-1	0.5	-16	-10	19
27	C[C@@H]1CCCCO[C@@H](CN(C)S(=O)(=O)c2ccccc2)[C@@H](C)CN([C@@H](C)CO)C(=O)c2cc(NC(=O)Nc3ccc(C(F)(F)F)cc3)ccc2O1	6	0	1	5	0.1	4	7	.
28	C#Cc1ccc([C@@H]2C=C(C(=O)NCc3ccccc3)O[C@H](OCC)[C@H]2CCCO)cc1	0	-2	.	-1	-0.6	6	-6	-10
29	CC(=O)Nc1ccc(S(=O)(=O)N2CCN(Cc3ccccc3[N+](=O)[O-])CC2)cc1	-27	0	0	.	0.6	11	.	.
30	COc1ccc(C(CC(=O)Nc2cc(C)ccn2)N2Cc3ccccc3C2=O)cc1 (centres undefined)	0	1	-4	5	0.0	3	-33	49
31	COc1ccc(C)cc1NC(=O)c1cccc(-c2ccc(OC(C)=O)cc2)c1	-3	-1	-3	0	0.3	6	.	6
32	COc1ccc(CNC(=O)c2sccc2C)cc1	1	-4	-1	0	0.3	-2	.	7
33	Cc1ccccc1N(C(=O)CNC(=O)c1ccco1)C(C(=O)NC1CCCC1)c1ccncc1 (centres undefined)	-6	-3	3	-1	0.1	2	17	3
34	CC1CCN(C(=O)c2nc[nH]c2C(=O)N2CCc3ccccc3C2)CC1	4	-1	.	0	0.3	3	4	1
35	COc1coc(C(O)C[N+](=O)[O-])cc1=O (centres undefined)	1	1	-3	.	0.1	25	9	0
36	O=C(/C=C/c1ccc(F)cc1)NC(=S)N1CCN(c2ccccn2)CC1	1	-1	-2	2	0.4	-49	-10	.
37	C=CCOc1cccc(C2C(C(=O)c3ccco3)=C(O)C(=O)N2Cc2ccco2)c1 (centres undefined)	-2	5	5	9	0.2	6	.	0
38	O=C(CSc1nnnn1-c1cccc(C(=O)O)c1)NC(c1ccccc1)c1ccccc1	7	1	4	.	0.0	19	-6	.
39	CCNc1cc(N2CCOCC2)nc(SC)n1	-2	5	0	.	-0.2	23	-8	.
40	CCOc1ccc(S(=O)(=O)N2CCCC(C(=O)NCc3ccccn3)C2)cc1Cl (centres undefined)	-8	1	-2	1	0.0	-6	0	13
41	Cn1c(N)c(C(=O)CSc2nnc(C3CC3)n2Cc2ccccc2)c(=O)[nH]c1=O	4	0	2	0	0.0	18	4	-3
42	Clc1ccc2c(NCc3ccccn3)ccnc2c1	-5	-3	-3	0	0.2	-11	5	-17
43	Cc1nnc(SCC(=O)NNC(=O)c2ccccc2)n1N	-3	-1	-1	-2	-0.1	3	.	-1
44	Cc1ccc(S(=O)(=O)NCC[C@@H]2CC[C@@H](NC(=O)CC3CC3)[C@H](CO)O2)cc1	12	9	1	74	-0.2	-3	0	-7
45	NC(=O)c1cccc(-c2ccnc3c2CC(C(=O)Nc2ccc(Cl)cc2)O3)c1 (centres undefined)	-1	0	2	0	0.0	4	10	-5
46	CC(=O)c1c(O)cc2c3c1OC(C)(C)C1CCC(C)(CC31)O2 (centres undefined)	-10	1	-3	-2	0.2	38	5	-11
47	O=C(Nc1cccc2ccccc12)C1CCN(C(=O)Cc2ccccc2)CC1	.	.	.	-2	.	9	-7	7
48	CCNc1nc(NC(C)(C)C)nc(SCC(N)=O)n1	-5	1	2	1	0.6	20	.	3
49	CCN(C(=O)CSC1=Nc2ccccc2C2CC=NN12)C1CCS(=O)(=O)C1 (centres undefined)	6	.	-1	.	0.3	-3	.	.
50	C[C@H]1CN([C@@H](C)CO)C(=O)CCCn2cc(nn2)CO[C@@H]1CN(C)S(C)(=O)=O	1&-5	-2&-3	-3&2	0&47	0.2	-14&9	-1&21&7	8&-16&1

Results in ERAP1 HTS inh and Statin myotox sup, for two of the compounds above:
item	mol	ERAP1 HTS inh	Statin myotox sup
26	COc1ccc(NC(=O)Nc2ccc3c(c2)CC(=O)N([C@H](C)CO)C[C@H](C)[C@@H](CN(C)S(=O)(=O)c2cn(C)cn2)O3)cc1	1	19
46	CC(=O)c1c(O)cc2c3c1OC(C)(C)C1CCC(C)(CC31)O2 (centres undefined)	1	-11

(listing goes on)
#	Structure	S100A4 inh HTS	ERAP1 HTS inh	SIRT5 block	Cneo AK release	Xi reactivation	LGR2 inh	PGC1a acetyl inh	Statin myotox sup
51	COc1ccc(CCNC(=O)C/C(C)=N/NC(=O)C2CCCCC2)cc1OC	-1	-1	-2	.	0.3	.	.	.
52	CC=Cc1ccc2n(c1=O)C[C@H]1[C@H](CO)[C@@H](C(=O)N3CCCCC3)[C@@H]2N1CC1CCCC1 (mixture of isomers)	-3	2	-6	4	0.0	17	.	-16
53	Cc1ccccc1Cn1nc(C)c(NC(=O)C(F)(F)F)c1C	-5	2	-3	-3	0.0	0	-5	.
54	CC(C)(C)NC(=O)CN(CCN1CCOCC1)C(=O)CNS(=O)(=O)c1ccc(Cl)cc1	3	-5	-3	1	0.0	-10	.	4
55	CO[C@@H]1CN(C)C(=O)c2cc(NS(C)(=O)=O)ccc2OC[C@@H](C)NC[C@H]1C	-8	10	2	49	0.0	-8	8	-5
56	COC(=O)C[C@@H]1CC[C@H](NC(=O)CC2CC2)[C@@H](CO)O1	0	-1	.	.	0.1	-4	.	.

As entered above:
Cc1ccccc1Cn1nc(C)c(NC(=O)C(F)(F)F)c1C | SIRT5 block = -3
CC=Cc1ccc2n(c1=O)C[C@H]1[C@H](CO)[C@@H](C(=O)N3CCCCC3)[C@@H]2N1CC1CCCC1 (mixture of isomers) | LGR2 inh = 17
